NSD2 HMT inh – blocks human histone methyltransferase NSD2; NSD2 peptide methylation, AlphaScreen, 120 min; O96028; 310,000 compounds, 0.54% hits; AID 743445; inhibition, % at 12.5 µM; in the data active = inhibition above about 50%
Arr AP2 block – inhibitors of human beta-arrestin and AP2 interaction | FITC-arrestin peptide / GST-AP2 beads, flow cytometry; AP2 beta2 appendage carries R879A mutation | AID 504490 | inhibition, % at 10 µM | 340,000 compounds, 0.31% hits;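 active = inhibition above a set limit, near 3 SD of compounds lacking own fluorescence, cut at about 54% in these data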;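 note: plate controls were DMSO wells for no effect and 5 µM unlabelled arrestin peptide for full effect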
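Test system: GST-tagged AP2 beta2-adaptin appendage (R879A) on 4 µm glutathione beads; also added: fluorescein-tagged arrestin peptide at 50 nM final; timing: 12 min plus 1 h, RT; signal: flow cytometry, FL1 (488/535 nm); read-out: percent drop in bead-associated FITC signal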
C-LANA FP – inhibitors of KSHV LANA C-terminal domain DNA binding | MBP-C-LANA/FAM-LBS DNA binding, fluorescence polarization | inhibition, % at 9 µM | 340,000 compounds, 0.078% hits | AID 504423;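 active = highest replicate inhibition at or above 60% at 9 µM, even if other replicates fall short; inactive = all replicates below 60% inhibition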;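 note: 0% = neutral control wells and 100% = 4 µM acridine orange control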
CAL PDZ FP-1 – inhibitors of human CAL PDZ peptide binding; Q9HD26; purified CAL PDZ, TMR-peptide fluorescence polarization, 1 h; inhibition, % at 24.9 µM; 300,000 compounds, 0.92% hits; AID 602252;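 active = mean inhibition of at least 30% with at least half of replicates also reaching 30%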;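 note: 0% = DMSO neutral control and 100% = excess unlabeled competitor peptide PRC23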
V-ATPase pHluor – alters yeast V-ATPase proton transport. S. cerevisiae, pHLuorin cytosolic pH fluorescence. response, % at 10 µM. 350,000 compounds, 0.37% hits. AID 504577; in the data active = response mostly above about 7.3%, no sharp cut-off; inactive = mostly below about 5.4%; note: actives read high; inactives centre near 0; some compounds called inactive have numbers as strong as hits; reference of the scale not given here
CAL PDZ FP-2 – blocks peptide binding to human CAL PDZ domain; Q9HD26; purified CAL PDZ, TMR-peptide fluorescence polarization, 1 h; inhibition, % at 20 µM; 330,000 compounds, 0.02% hits; AID 504414;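 active = highest replicate inhibition of at least 40%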;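 note: plate controls were DMSO neutral control wells for no effect and unlabeled competitor peptide control wells for full effect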
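Material: tagged CAL PDZ domain; buffer or medium: 25 mM sodium phosphate pH 7.4, 150 mM NaCl, TCEP, IgG, Thesit; compound dosing: single point, 20 µM; schedule: 1 h incubation at room temperature before polarization reading; measured by: FP readout, S and P plane fluorescence; read-out basis: percent inhibition from loss of millipolarization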
Keap1-Nrf2 PPI – inhibitors of human Keap1-Nrf2 protein-protein interaction. Keap1 Kelch-Nrf2 peptide fluorescence polarization, 1536-well. inhibition, % at 9.4 µM. 340,000 compounds, 0.15% hits; in the data active = inhibition above about 12%;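 note: human Keap1 Kelch domain with fluorescein labeled Nrf2 9mer peptide probe; 0% = neutral control wells and 100% = peptide positive control; higher means more block of Keap1 binding to Nrf2 peptide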
DAGLB inh – blocks human DAGLB lipase activity; inhibition, % at 5.17 µM; 340,000 compounds, 0.059% hits; HEK293T DAGLB membrane lysate, EnzChek fluorogenic substrate; AID 504411; in the data active = inhibition above about 34%;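 note: 0% = enzyme with vehicle and 100% = wells lacking enzyme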
Target sequence (Q8NCG7 whole entry, looked up): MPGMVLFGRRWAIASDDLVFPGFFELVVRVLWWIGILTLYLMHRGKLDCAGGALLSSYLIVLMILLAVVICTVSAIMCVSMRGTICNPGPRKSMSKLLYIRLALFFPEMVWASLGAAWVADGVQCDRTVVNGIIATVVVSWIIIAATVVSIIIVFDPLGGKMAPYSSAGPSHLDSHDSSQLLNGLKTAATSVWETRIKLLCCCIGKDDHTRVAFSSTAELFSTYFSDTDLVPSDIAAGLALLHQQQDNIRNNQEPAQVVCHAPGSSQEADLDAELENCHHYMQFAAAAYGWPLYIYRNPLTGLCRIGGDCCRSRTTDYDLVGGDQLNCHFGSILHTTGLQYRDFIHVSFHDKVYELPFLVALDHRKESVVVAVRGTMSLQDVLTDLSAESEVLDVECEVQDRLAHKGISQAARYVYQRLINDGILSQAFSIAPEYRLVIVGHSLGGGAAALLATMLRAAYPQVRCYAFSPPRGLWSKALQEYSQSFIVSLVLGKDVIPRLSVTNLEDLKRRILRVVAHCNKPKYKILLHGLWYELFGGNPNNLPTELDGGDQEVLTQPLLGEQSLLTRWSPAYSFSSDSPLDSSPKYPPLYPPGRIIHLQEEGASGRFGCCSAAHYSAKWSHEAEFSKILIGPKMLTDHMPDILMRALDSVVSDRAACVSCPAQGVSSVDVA
Pemphigus Ab inh – inhibitors of pemphigus antibody binding to human desmoglein-3 | P32926 | binding (percent of control), % at 10 µM | DSG3-coupled beads, scFv-anti-DSG3-GFP binding, flow cytometry; active compounds read low | 310,000 compounds, 0.48% hits;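 active = binding more than 3 SD below its plate's average and above zero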;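 note: hits lower antibody fragment binding to DSG3; some compounds called inactive have numbers as strong as hits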
Cardiac RTF inh – cardiac RTF calcium desensitization. P19429+P45379. IANBD-labeled cardiac RTF, Ca2+ fluorescence. inhibition, % at 7.15 µM. 340,000 compounds, 0.12% hits. AID 493244;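 active = inhibition above the mean inhibition of all tested compounds plus 3 SD, cut at about 17% in these data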;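 note: assay run at fixed EC70 calcium of 1.6 mM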
Starred values were filed as active, the others as inactive; . = no result given.

SMILES	NSD2 HMT inh	Arr AP2 block	C-LANA FP	CAL PDZ FP-1	V-ATPase pHluor	CAL PDZ FP-2	Keap1-Nrf2 PPI	DAGLB inh	Pemphigus Ab inh	Cardiac RTF inh
CC(=O)c1ccc(S(=O)(=O)N2CCNCC2)cc1	0.3	7.1	0.0	-7.4	2.9	-0.4	1.2	-1.7	101.4	0.4
COc1ccc(N(CC(=O)N2CCCCC2)S(=O)(=O)c2c(C)nn(C)c2C)cc1	.	22.1	0.0	0.6	6.7	-0.4	-2.5	2.7	108.1	-7.1
Cc1ccc(C(=O)NCCNS(=O)(=O)c2ccccc2)cc1	0.0	20.3	-2.0	-1.3	-2.8	-0.5	2.2	1.1	.	4.4
O=c1[nH]c(=O)n(C2CCCCCC2)c(O)c1C=NCc1ccc(F)cc1	3.8	-4.1	-1.3	34.0*	-0.5	-6.8	0.2	3.5	90.6	-7.5
Cc1noc(C)c1S(=O)(=O)N(C)C[C@H]1Oc2c(NC(=O)Nc3ccc(C(F)(F)F)cc3)cccc2C(=O)N([C@H](C)CO)C[C@@H]1C	.	3.4	-0.7	-3.4	-1.1	-1.5	-1.4	-3.0	108.9	-3.1
COc1ccc(C(=O)N2CCc3cc4c(cc3C2C)OCCCO4)cc1 (stereo not given)	.	2.2	1.5	0.0	-1.8	-0.1	4.0	-2.6	.	-6.2
CCn1c(SCc2cccc(C)c2)nnc1-c1ccccc1	-4.2	-3.2	-0.8	.	0.8	-2.3	2.3	-5.2	98.0	-5.5
O=S(=O)(NCCc1cccs1)c1ccc(Br)cc1	9.2	3.9	-1.3	.	-2.4	-0.8	-1.0	-3.0	.	-0.2
Cc1nc(C)c(-c2csc(Nc3ccc(N)cc3)n2)s1	13.0	-8.3	-2.0	-6.9	2.2	-0.2	-1.9	5.2	94.2	0.3
O=C(CCC1CCCC1)Nc1nnc(-c2ccc3c(c2)OCO3)s1	-1.1	10.1	0.6	-4.5	2.4	-1.2	-1.6	-1.0	105.3	-5.5
COc1ccc(C(=O)C(OC(=O)CNC(=O)c2ccco2)c2ccccc2)cc1 (stereo not given)	8.0	14.8	-0.5	-0.4	-1.4	0.0	1.8	-1.4	99.6	14.8
CC(C)NC(=O)c1ccccc1NC(=O)C1CCCO1 (stereo not given)	-2.2	7.4	-0.4	5.6	-3.6	0.3	-6.0	-1.6	101.1	-6.9
COc1cccc2sc(Nc3nc4ccc(NC(C)=O)cc4s3)nc12	-0.5	-5.7	-1.1	0.6	-16.6	0.8	-5.3	8.5	101.5	7.2
CO/N=C/c1ccc(N2CCN(C(=O)c3cccc(C(F)(F)F)c3)CC2)c([N+](=O)[O-])c1	2.5	4.3	1.1	-3.5	2.5	0.4	5.1	9.5	96.5	3.5
COc1ccc(Cl)cc1C(=O)Nc1nc2ccccc2[nH]1	-1.7	22.9	0.5	-5.5	-3.0	-0.2	-4.1	-2.8	105.0	4.8
CCOC(=O)C1(CC2CCCCO2)CCN(C2CCSCC2)CC1 (stereo not given)	-1.4	-8.2	-3.3	-2.1	2.0	0.6	-5.9	-0.6	104.8	4.3
N#Cc1cccc(C#N)c1N1CCC(C#N)CC1	-3.0	-5.6	0.3	-0.7	-1.1	-0.3	4.5	.	99.4	.
COc1ccc(C2=NN(c3ccccc3)C(=O)/C2=C\c2ccc(O)c(OC)c2)cc1	37.1	6.1	0.9	10.3	2.2	-1.3	-5.3	24.1	111.7	-6.3
CCN(CC)CCNC(=O)CNC(=O)c1nn(-c2ccc(OC)c(OC)c2)c(=O)c2ccccc12	9.3	6.5	1.5	1.4	-0.9	-0.7	-6.5	-0.3	99.4	-0.4
CCNc1nc(NCC)nc(NC(N)=S)n1	-0.2	10.0	1.4	-1.1	6.1	-0.4	-0.9	0.8	85.3	3.0
CCc1ccc(-c2nc(SCC(=O)N(C)C3CCS(=O)(=O)C3)n[nH]2)cc1 (stereo not given)	-2.2	30.8	-0.4	-1.9	-2.5	-0.2	-1.7	-0.1	103.4	-5.3
Nc1ncnc(Nc2ccccc2C(F)(F)F)n1	0.1	4.9	-1.5	.	4.0	-0.5	-1.6	0.0	102.2	-4.9
CC(C)(C)NC(=O)COC(=O)c1ccc2c(c1)C(=O)N(Cc1ccco1)C2=O	75.0*	-16.3	-0.8	-5.7	3.8	-1.7	-6.5	0.4	96.9	-33.2
CCCCn1c(N)c(N(CCOC)C(=O)CN2C(=O)C3CCCCC3C2=O)c(=O)[nH]c1=O (stereo not given)	-0.9	-5.2	-1.2	.	0.5	0.1	-1.2	1.5	100.4	-1.8
c1ccc(-c2nc(-n3nc4ccccc4n3)nc3ccccc23)cc1	-0.9	2.2	1.2	-4.6	5.7	-7.8	2.0	-9.1	107.1	3.5

(continued)
SMILES	NSD2 HMT inh	Arr AP2 block	C-LANA FP	CAL PDZ FP-1	V-ATPase pHluor	CAL PDZ FP-2	Keap1-Nrf2 PPI	DAGLB inh	Pemphigus Ab inh	Cardiac RTF inh
COc1cccc(OC)c1C(=O)OCC(=O)NC(=O)NCc1ccccc1	-4.3	1.0	-1.9	0.9	1.0	-2.6	-6.2	0.4	.	-11.6
COc1cc(OC)c(C(=O)OCC(=O)Nc2ccccc2Cl)cc1OC	3.2	5.5	-0.5	-1.0	0.3	-2.3	-2.6	-2.1	116.5	-5.8
COc1cc(OC)c2c(c1)OC(=O)CC2c1ccc2c(c1)OCO2 (stereo not given)	.	-19.9	1.2	5.2	-0.9	0.1	2.5	-2.2	93.4	-3.8
COC(=O)C1=C(C(=O)OC)C(c2ccccc2O)c2sc(=O)[nH]c2S1 (stereo not given)	7.5	20.4	-2.2	.	-3.2	0.6	-3.8	2.1	100.1	10.7
Cc1ccc(N=Cc2c(O)ccc3ccccc23)cc1F	1.5	22.0	-0.7	-1.1	-2.9	0.2	-2.8	-2.1	90.7	10.4
CCOC(=O)C1CCN(C(=O)/C=C/c2ccc(S(=O)(=O)N3CCOCC3)cc2)CC1	-0.5	-3.2	1.3	-5.2	-2.6	-0.8	-0.1	-1.6	91.2	-4.7
Cc1cc(C)cc(OCC(=O)Nc2ccc3c(c2)OCCO3)c1	-4.7	10.7	0.5	-4.9	3.2	-2.7	-3.6	-5.4	105.5	-8.4
COc1ccc(NC(=O)CN2CCN(C(=S)NC3CCCC3)CC2)cc1	-2.9	18.5	1.4	.	-0.3	-0.2	-2.9	0.2	113.2	-6.2
Cc1ccc(/C=N/n2c(-c3ccc(Cl)cc3)n[nH]c2=S)s1	-1.8	5.1	0.1	-2.3	-1.4	0.7	-1.2	1.5	99.3	-0.4
COc1ccc(NC(=O)CCCN2C(=O)CN(C)C2=O)c(OC)c1	8.4	3.7	-0.8	-1.8	2.0	-0.4	-5.9	4.8	86.9	1.3
O=C(c1ccco1)N1CCN(C(=O)c2ccc(-c3ccccc3Cl)o2)CC1	2.6	16.4	-0.1	.	-0.1	-3.8	3.5	-7.5	96.6	-5.3
CCC(C)c1c(O)nc(SCC(=O)N2CCOCC2)[nH]c1=O (stereo not given)	1.2	-1.5	0.7	.	-3.9	-1.9	0.1	-0.6	98.7	-3.8
COc1ccc(C2OC(=O)CC2C(=O)NCc2ccc(C)cc2)cc1OC (stereo not given)	-1.6	-5.6	1.3	2.4	-1.3	-2.2	0.2	0.2	83.6	-5.9
CC(=O)Nc1ccc(S(=O)(=O)Nc2nc3ccccc3nc2Sc2nncn2C)cc1	0.6	1.2	15.1	-2.8	-5.2	-1.9	5.7	-1.4	103.6	-17.8
O=C(COC(=O)c1ccc(Cl)nc1)Nc1cc(S(=O)(=O)N2CCOCC2)ccc1Cl	-1.2	2.1	-0.6	.	-5.8	-0.8	-1.9	-3.7	102.6	0.4
O=c1c2c(-c3cccc([N+](=O)[O-])c3)ccnc2[nH]n1-c1ccccc1	0.9	6.5	-0.4	-4.7	1.8	-1.9	2.8	-4.5	89.3	-2.9
CCN(CC)c1ccc(S(=O)(=O)N2CCOCC2)cc1NC(=O)C1CC1	-1.1	26.0	0.9	.	-1.9	0.6	1.9	0.0	99.5	-6.0
Cc1cccc(C(=O)NCC(=O)OCCOc2ccccc2Cl)c1	-1.3	-1.1	-0.1	5.6	2.2	-3.4	3.5	-1.4	95.4	-2.7
CN1C(CCl)Nc2cc(Cl)c(S(N)(=O)=O)cc2S1(=O)=O (stereo not given)	-0.7	33.4	1.0	-4.3	-4.8	-1.5	-3.2	-0.1	87.6	1.9
Cc1ccnc(NC(=O)c2ccc(Cl)c(S(=O)(=O)N3CCCC3)c2)c1	-6.5	1.3	-1.0	-1.6	-2.3	-3.0	-3.5	0.9	38.2	-4.6
O=C(Nc1cc(Cl)cc(Cl)c1)C1CCC(=O)N1Cc1ccccc1Cl (stereo not given)	-3.8	-1.9	0.8	.	3.4	-1.2	0.4	0.7	89.0	-6.2
N#C/C(=C\c1ccc(OCc2ccc(Cl)cc2)cc1)C(=O)Nc1cccc(C(=O)O)c1	.	-16.7	11.5	-8.7	-0.6	-3.3	5.2	-0.1	107.6	15.0
COC(C[C@H](O)CC(=O)[C@H](C)OCc1ccccc1)OC	.	23.9	0.1	-0.9	-3.5	-0.1	-1.7	-1.8	99.8	-0.5
COc1ccc(S(=O)(=O)N2CCOCC2)cc1NC(=O)CSc1nnc(N)s1	-0.9	-5.8	-1.0	-2.2	3.7	-0.5	-4.1	-0.6	107.9	-3.8
CCC(NS(=O)(=O)c1ccc(C)cc1)C(=O)Nc1ccc(NC(C)=O)cc1 (stereo not given)	0.4	12.4	2.2	1.9	4.5	-1.3	-2.4	-0.5	101.5	0.6

Continuation:
SMILES	NSD2 HMT inh	Arr AP2 block	C-LANA FP	CAL PDZ FP-1	V-ATPase pHluor	CAL PDZ FP-2	Keap1-Nrf2 PPI	DAGLB inh	Pemphigus Ab inh	Cardiac RTF inh
CCOC(=O)N1CCN(C(=S)Nc2cc(OC)c(OC)cc2C(=O)OC)CC1	0.0	3.8	1.0	-0.2	-2.4	-2.4	-3.9	0.1	97.9	0.6
C=CCOc1nc2c(c(=O)n(Cc3ccc(Cl)cc3)c(=O)n2C)n1C	-0.4	-1.7	-1.8	-2.9	-1.1	-0.3	1.2	-2.9	106.7	-6.6
Nc1nnn(CC(=O)N/N=C/c2cccc3ccccc23)n1	-2.6	10.4	0.0	-2.4	0.4	-1.5	-2.6	-2.8	97.0	-6.0
C=CCOc1ccc(NC(=O)C(=O)NCCCn2ccnc2)cc1	1.8	11.9	-0.6	.	0.0	-2.6	-4.5	0.9	101.0	-12.9
Cc1cc2oc(=O)cc(-c3ccccc3)c2c(C)c1-c1ccc(C(F)(F)F)cc1	.	4.8	1.1	-4.1	2.3	-0.3	0.1	-2.2	101.8	-7.3
Cc1ccc2cc(/C=N/Nc3ccc(C(=O)O)cc3)c(Cl)nc2c1	12.2	14.6	-2.7	-2.3	-0.9	-2.1	-3.7	1.8	103.6	2.3
Cc1ccccc1CS(=O)(=O)Cc1ccc(C(=O)NCCCN2CCOCC2)o1	-1.5	-1.0	0.6	2.0	-1.6	-0.4	-2.0	-2.3	99.8	-1.6

Screens (PubChem)

Only part of the results is shown; the hit share may differ from the screen's.
